WT yeast gro inh: growth inhibition of WT yeast, mitochondrial fusion screen | inhibition, % at 10 µM | mitochondrial fusion phenotypic screen, WT strain | AID 1362 | 190,000 tested, 2.1% active; in the data active means inhibition above about 58%; tested in S. cerevisiae
PMI inhibitors: MPI enzyme activity inhibition – biochemical, fluorescence intensity, coupled assay, primary screen (AID 1209); purified PMI enzyme, coupled fluorescence intensity; higher % means a stronger effect; one-dose inhibition, % at 20 µM; IC50 in µM for titrated hits; 190,000 tested, 0.42% active;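 further: plate controls were DMSO vehicle for no effect and wells lacking substrate for full effect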
TNAP activators: stimulation of alkaline phosphatase TNAP activity – biochemical, luminescent, no phosphate acceptor, uHTS, primary screen (AID 1001); 200,000 tested, 0.03% active; purified TNAP, luminescent activation assay, no phosphate acceptor; higher activation fold means a stronger effect; one-dose activation fold at 20 µM; EC50 in µM for titrated hits; in the data active means activation fold from about 3, or a potency from the dose series; inactive means the rest, 99 in 100 with activation fold below about 1.6; further: many of its hits are not listed in these tables
RSV antiviral HEp-2: RSV antiviral activity via CPE protection, HEp-2 cells, primary 10 µM value included (AID 2391). HEp-2 cells, RSV-induced CPE inhibition; higher % means a stronger effect. 310,000 tested, 0.13% active. CPE inhibition, % at 10 µM, or IC50 in µM where a hit was titrated; in the data active means a potency from the dose series; inconclusive means CPE inhibition mostly from about 23% at the one dose, without a potency; inactive means the rest, 99 in 100 with CPE inhibition below about 21%; further: strong numbers were not always called active
Salmonella PhoP GFP: inhibitors of PhoP regulon expression, primary screen, Salmonella Typhimurium, GFP reporter (AID 1863); S. Typhimurium PhoP-regulated promoter GFP reporter, 4 h; higher % means a stronger effect; 300,000 tested, 0.16% active; one-dose inhibition, % at 50 µM; IC50 in µM for titrated hits;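 active means inhibition over 29.93%, a cutoff 3 SD above the screen mean, later confirmed by dose response; inconclusive means inhibition over 29.93% but no dose response follow-up; inactive means inhibition at most 29.93% or unconfirmed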;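 further: 0% = low Mg2+ inducing control and 100% = high Mg2+ repressing control; strong numbers were not always called active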
SIAH1 antagonists: blockers of Siah-1 interaction with plectin peptide – biochemical, fluorescence polarization, rhodamine-plectin, uHTS, primary screen (AID 1817); Siah-1 / rhodamine-plectin peptide fluorescence polarization; higher % means a stronger effect; one-dose displacement, % at 20 µM; IC50 in µM for titrated hits; 290,000 tested, 0.02% active;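 active means displacement of at least 50% at 20 µM, with a fluorescence ratio check between 0.3 and a set limit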;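 further: plate controls were Siah plus tracer with DMSO for no effect and tracer alone without Siah for full effect; strong numbers were not always called active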
PMI inhibition: human PMI inhibitors, high substrate, primary screen, biochemical, fluorescence intensity, high mannose 6-phosphate (AID 1220); recombinant PMI enzyme, coupled fluorescence intensity; higher % means a stronger effect; inhibition, % at 20 µM; hits with a dose series show IC50 in µM; 190,000 tested, 0.66% active
Myeloid diff 2: myeloid differentiation induction | calls only at 10 µM | 360,000 tested, 1% active | ER-HoxA9 myeloid progenitors, lysozyme-GFP differentiation, flow cytometry;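 active means normalized GFP-positive differentiation at or above the plate's own cutoff, the solvent-only control mean plus 3 SD; inconclusive means no clear call, values can overlap the other calls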;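 further: cells exposed to compound for four days before flow analysis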
XIAP antagonists: XIAP antagonists, biochemical, IAP family, fluorescence polarization (AID 1018). XIAP BIR domain, fluorescence polarization peptide displacement; higher % means a stronger effect. displacement, % at 20 µM; hits with a dose series show IC50 in µM. 200,000 tested, 0.007% active; in the data active means displacement above about 50%; further: a part of the inactive calls stands beside numbers as strong as those of hits
WT yeast gro inh mutant strain: further read-out of WT yeast gro inh, marked with its call; inhibition, %; mitochondrial fusion phenotypic screen, mutant strain inhibition
Myeloid diff 2 GFP+ MAC1+ %: also measured in Myeloid diff 2; calls as there; GFP+ MAC1+ double positive, %; measured here: differentiation confirmed by MAC1 staining
An asterisk follows results filed as active; i = inactive; ? = inconclusive; / = not tested or not shown. Unless noted, no stated cut-off is given here; in the data, active means inhibition above about 50%; inactive means the rest.

smiles	WT yeast gro inh	WT yeast gro inh mutant strain	PMI inhibitors	TNAP activators	RSV antiviral HEp-2	Salmonella PhoP GFP	SIAH1 antagonists	PMI inhibition	Myeloid diff 2	Myeloid diff 2 GFP+ MAC1+ %	XIAP antagonists
NC(=O)CSCc1nc2ccccc2s1	-2.8	1.8	-6.9%	1.3	0.6%	-4.7%	-4.9%	-13.2%	i	1.6	-3.0%
CCOC(=O)CC(NC(=O)c1ccccc1)c1ccc(OC)cc1 (stereo not given)	-7.1	5.4	-2.4%	1.2	1.1%	5.3%	-1.1%	-5.7%	i	0.9	2.3%
N=c1ccn(Cc2ccc(F)cc2)cc1	/	/	/	/	2.4%	1.6%	3.7%	/	?	/	/
Cc1ccc(N2C(=O)c3cccc4c(N5CCN(C)CC5)ccc(c34)C2=O)c2cccnc12	-5.6	2.4	10.3%	1.1	1.6%	-50.0%	2.6%	14.4%	/	/	-7.7%
COc1ccc(Cc2nnc(SCC(=O)N3CCN(c4ccccc4)CC3)o2)cc1	-1.9	5.0	10.1%	1.1	-1.0%	-3.6%	0.5%	7.3%	i	15.2	0.9%
COc1ccc(-n2nnc3c(SCC(=O)c4ccccc4)ncnc32)cc1	4.7	-1.8	-2.4%	1.4	3.2%	-2.7%	-2.4%	-2.8%	i	0.8	-3.7%
CCOC(=O)C1=C(O)CSC1=Nc1ccccc1	-0.8	3.5	-6.9%	1.1	5.2%	-6.4%	2.5%	-1.9%	i	1.2	-8.1%
CCN(CC)CCn1c(NC(=O)c2ccc(C(F)(F)F)cc2)nc2ccccc21	-8.4	1.8	-22.2%	1	-0.3%	7.5%	-5.1%	-11.0%	i	0.3	-6.9%

(continued)
smiles	WT yeast gro inh	WT yeast gro inh mutant strain	PMI inhibitors	TNAP activators	RSV antiviral HEp-2	Salmonella PhoP GFP	SIAH1 antagonists	PMI inhibition	Myeloid diff 2	Myeloid diff 2 GFP+ MAC1+ %	XIAP antagonists
N#C/C(=C/c1ccc(CNS(=O)(=O)c2ccccc2)o1)C(=O)NCc1ccccc1	-9.1	-16.5	7.8%	1.4	0.8%	4.3%	1.4%	-0.8%	i	0.6	-1.3%
CC1=C(C#N)C(/C=N/OCc2ccc(Cl)cc2)CC(=O)N1 (stereo not given)	-1.8	-1.4	3.0%	1	2.5%	1.9%	11.3%	2.2%	i	0.4	-3.6%
COc1cccc(CNc2ccc(Br)cn2)c1O	-1.7	-8.0	6.9%	1.1	3.9%	9.3%	1.6%	15.4%	i	0.6	-6.5%
CC(=O)c1c(C)[nH]c(C(=O)CSc2nnc(CN3CCCCCC3=O)n2-c2ccccn2)c1C	-3.2	8.4	-7.5%	1	2.7%	3.5%	-5.7%	2.5%	i	1.7	2.1%
COC(=O)CN1C(=S)N(c2ccc(F)cc2)C(=O)C1CC(=O)Nc1ccc(OC)cc1 (stereo not given)	/	/	/	/	1.6%	-8.4%	-4.4%	/	i	0.5	/
COc1ccc(C(=O)NCc2ccc(S(N)(=O)=O)cc2)cc1[N+](=O)[O-]	3.2	-7.1	-2.5%	1.1	-0.1%	7.0%	4.6%	1.9%	i	0.0	-0.5%
O=C(N/C=N/OCc1ccc(Cl)cc1Cl)NOCc1c(Cl)cccc1Cl	7.3	16.3	0.2%	1	9.7%	16.0%	-1.4%	2.0%	i	0.9	-6.4%
COc1ccc(-c2cc(-c3nnc(COC(=O)C4CC4C)o3)c3ccccc3n2)cc1OC (stereo not given)	14.7	4.2	4.5%	1.3	1.3%	6.9%	-3.0%	-3.1%	i	0.4	-5.6%

Further results:
smiles	WT yeast gro inh	WT yeast gro inh mutant strain	PMI inhibitors	TNAP activators	RSV antiviral HEp-2	Salmonella PhoP GFP	SIAH1 antagonists	PMI inhibition	Myeloid diff 2	Myeloid diff 2 GFP+ MAC1+ %	XIAP antagonists
O=C(c1ccc(Cl)cc1)c1cn[nH]c1-c1ccccc1O	-5.4	5.4	-12.0%	0.8	0.2%	-2.6%	-1.4%	-8.5%	i	2.1	-5.1%
O=C(NCCN1CCC(Cc2ccccc2)CC1)C1CCN(S(=O)(=O)N2CCC3(CC2)OCCO3)CC1	-9.3	-0.4	3.4%	1.1	-0.7%	-2.0%	3.4%	2.5%	i	0.1	-11.1%
CC(C)N(C(=O)CSc1nnc(Cn2nnc3ccccc32)n1C)C(C)C	-5.0	-23.3	16.2%	1.1	1.8%	-1.8%	0.7%	13.3%	i	0.5	-9.8%
COC(=O)[C@@]1(Cc2ccc(F)cc2)[C@H]2c3cc(C(=O)N4CCCC4)n(CCc4ccc(O)c(O)c4)c3C[C@H]2CN1C(=O)c1ccccc1	-3.2	-19.6	50.8%*	0.6	6.3%	1.7%	6.2%	23.8%	/	/	-15.0%
CC(=O)NC1C(=O)SC1(C)C (stereo not given)	-10.4	-4.5	12.6%	1.6	1.8%	2.6%	3.9%	4.4%	/	/	-4.7%
C/C(=N\NC(=O)c1cc(Br)ccc1O)c1cccc(NC(=O)c2ccccc2F)c1	/	/	/	/	6.5%	0.7%	3.9%	/	i	0.4	/
O=C(CN(C(=O)c1csnn1)c1cccc2c1CCCC2)NCc1ccccc1	/	/	/	/	0.1%	-4.6%	-3.9%	/	i	4.8	/
NC(=O)CSc1nnc(-c2ccc(S(=O)(=O)N3CCOCC3)cc2)n1Cc1ccccc1	1.3	2.0	4.0%	1.1	0.6%	-4.4%	-0.9%	2.0%	i	5.2	-3.7%

Additional compounds.
smiles	WT yeast gro inh	WT yeast gro inh mutant strain	PMI inhibitors	TNAP activators	RSV antiviral HEp-2	Salmonella PhoP GFP	SIAH1 antagonists	PMI inhibition	Myeloid diff 2	Myeloid diff 2 GFP+ MAC1+ %	XIAP antagonists
Cc1ccc(C(C(=O)NC(C)(C)C)N(C(=O)c2csnn2)c2ccccc2F)o1 (stereo not given)	8.4	16.4	3.7%	1	0.7%	-5.1%	-0.3%	9.3%	i	1.5	-6.6%
Cc1cc(C(=O)COC(=O)C2=NNC(=O)CC2)c(C)n1-c1ccc(OC(F)F)cc1	-8.3	-21.9	-9.8%	1.1	14.9%	10.6%	-2.0%	-7.3%	i	1.9	-4.9%
O=C(NC(=S)NNC(=O)c1ccccc1O)c1ccc(F)cc1	/	/	/	/	-0.7%	-3.8%	-5.5%	/	i	0.6	/
CCC1Oc2ccc(C)cc2N(CC(=O)NCc2ccco2)C1=O (stereo not given)	-9.5	-7.4	6.6%	1	0.5%	1.2%	1.9%	7.1%	i	0.5	-0.3%
COc1ccc(S(=O)(=O)N2CCCCC2C(=O)O)cc1 (stereo not given)	-14.9	-5.3	-17.0%	1.1	0.0%	5.7%	-3.7%	-13.9%	i	11.2	-2.2%
COc1cc(OC)cc(C(=O)NCC(=O)N2CCC(C)CC2)c1	4.3	-2.5	-0.4%	1.2	3.5%	4.6%	9.0%	-3.6%	i	0.9	-1.8%
Cc1cccc(-[n+]2c(C)cc(C)c3c(=O)[nH]c(=O)[nH]c32)c1	0.7	13.1	6.2%	1.1	1.0%	-3.0%	-0.8%	-9.4%	i	0.7	-5.3%
NC(=O)NC(c1ccccc1)c1ccccc1	-10.4	14.6	15.4%	1.1	1.7%	9.4%	-0.5%	6.4%	i	1.2	-5.8%

Other results follow:
smiles	WT yeast gro inh	WT yeast gro inh mutant strain	PMI inhibitors	TNAP activators	RSV antiviral HEp-2	Salmonella PhoP GFP	SIAH1 antagonists	PMI inhibition	Myeloid diff 2	Myeloid diff 2 GFP+ MAC1+ %	XIAP antagonists
COc1ccc(-c2cc(C(F)(F)F)nc(N3CCN(Cc4ccccc4)CC3)n2)cc1OC	25.5	2.1	8.1%	1	9.3%	10.8%	4.1%	6.3%	i	0.9	-3.6%
Cc1sc2ncn(CC(=O)NCc3ccccc3)c(=O)c2c1C	/	/	/	/	1.1%	-2.4%	2.3%	/	i	1.1	/
CCOC(=O)CNC(=O)N1CCCC(C(=O)c2ccccc2SC)C1 (stereo not given)	-0.7	-5.8	10.2%	1.1	-0.1%	5.0%	6.5%	8.2%	i	0.0	-0.1%
COc1ccc(C(=O)N/N=C(/C)c2cccc(NC(=O)c3ccncc3)c2)cc1OC	/	/	/	/	0.6%	-1.5%	5.0%	/	i	0.7	/
COc1cc(OC)cc(C(C)=O)c1	10.3	1.0	11.8%	1.1	-1.0%	12.1%	0.6%	3.7%	i	0.5	-4.3%
COC(=O)N/N=C/c1cccs1	-18.0	-7.0	-0.8%	1.1	2.5%	/	0.2%	-1.8%	i	0.3	4.2%
CCOC(=O)N1CCN(Cc2nc(C3CC3)no2)CC1	-9.5	-4.7	0.0%	1.1	1.1%	5.1%	-2.4%	-5.2%	i	0.1	-5.7%
COc1cccc(C(=O)OCc2cc(=O)oc3c(C)c(C)ccc23)c1OC	/	/	/	/	4.6%	3.9%	14.3%	/	i	1.1	/

Additional records follow.
smiles	WT yeast gro inh	WT yeast gro inh mutant strain	PMI inhibitors	TNAP activators	RSV antiviral HEp-2	Salmonella PhoP GFP	SIAH1 antagonists	PMI inhibition	Myeloid diff 2	Myeloid diff 2 GFP+ MAC1+ %	XIAP antagonists
O=C(NCc1ccc(F)cc1)C(=O)NCC1OCCN1S(=O)(=O)c1ccc2c(c1)OCCO2 (stereo not given)	/	/	/	/	1.2%	-5.5%	0.2%	/	i	0.3	/
NC12CC3CC(C1)CC(CO)(C3)O2	3.2	-0.9	-1.1%	1.1	3.0%	-0.7%	4.9%	2.0%	i	0.9	-3.0%
CCN1CCN(CCCNC(=O)Cn2nc(C)n3nc(-c4ccccc4)cc3c2=O)CC1	/	/	/	/	-0.1%	-2.7%	3.9%	/	i	1.7	/
Cc1ccc(-c2nnc(N3CCC(C)CC3)c3ccccc23)cc1	57.7	18.9	8.3%	1	6.2%	-4.2%	-1.9%	6.5%	i	0.4	-18.1%
COc1cc(C=C(C(C)=O)C(C)=O)ccc1O	-9.9	2.2	0.1%	1	3.1%	2.6%	-1.9%	3.6%	i	0.3	-0.3%
Cc1nn(S(=O)(=O)c2cccc([N+](=O)[O-])c2)c(C)c1S(=O)(=O)N1CCOCC1	/	/	/	/	3.5%	-3.8%	2.5%	/	i	5.0	/
C=CCOc1ccc(/C=C2\SC(=S)N(NS(=O)(=O)c3ccccc3)C2=O)cc1	/	/	/	/	4.0%	-9.3%	8.1%	/	i	0.3	/
